Screening results from PubChem BioAssay.
ER stress rescue: rescue of cells from ER stress-induced death, primary screen, 384-well, CSM14.1, thapsigargin, ATP luminescence (AID 1222); CSM14.1 thapsigargin-induced death rescue, ATP luminescence; higher % means a stronger effect; one-dose cellular ATP content (survival), % at 20 µM; EC50 in µM for titrated hits; 190,000 tested, under 10 active;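 active = EC50 below 50 µM in the dose-response confirmation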;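 note: death triggered by thapsigargin at about 15 µM added after 2 h compound pretreatment; cell ATP read after overnight thapsigargin exposure of roughly 18 to 22 hours; normalized against plate controls of thapsigargin alone and 5% DMSO vehicle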
XIAP displacement: small molecules displacing peptide from XIAP – biochemical, IAP family, fluorescence polarization (AID 1018); 200,000 tested, 0.007% active; XIAP BIR domain, fluorescence polarization peptide displacement; higher % means a stronger effect; displacement, % at 20 µM; hits with a dose series show IC50 in µM; in the data active = displacement above about 50%; note: a part of the inactive calls stands beside numbers as strong as those of hits
P. falciparum M1AAP: malaria alanyl aminopeptidase activity blockers – biochemical, fluorogenic H-Leu-NHMec substrate, 1536-well (AID 1445). 220,000 tested, 0.42% active. recombinant M1AAP, H-Leu-NHMec fluorogenic kinetic assay; higher % means a stronger effect. one-dose inhibition, % at 30 µM; IC50 in µM for titrated hits;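 active = primary inhibition above the hit cutoff, then over 50% inhibition at one or more dose response concentrations, cut at about 23% in these data, passing the limit was not always enough; inconclusive = conflicting primary data, or primary hits not chosen for dose response; inactive = low primary inhibition, or under 50% at every dose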;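 note: plate controls were DMSO full reaction for no effect and no enzyme background for full effect; strong numbers were not always called active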
LYP inhibition: PTPN22 lymphoid phosphatase activity blockers – biochemical, fluorescence intensity, uHTS (AID 1779) | 290,000 tested, 0.054% active | inhibition, % at 11.5 µM, or IC50 in µM where a hit was titrated | recombinant LYP phosphatase, fluorescence intensity; higher % means a stronger effect;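 note: plate controls were vehicle with enzyme for no effect and no enzyme for full effect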
Siah-1 displacement: blockers of Siah-1 interaction with plectin peptide – biochemical, fluorescence polarization, rhodamine-plectin, uHTS, primary screen (AID 1817); Siah-1 / rhodamine-plectin peptide fluorescence polarization; higher % means a stronger effect; one-dose displacement, % at 20 µM; IC50 in µM for titrated hits; 290,000 tested, 0.02% active;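 active = displacement of at least 50% at 20 µM, with a fluorescence ratio check between 0.3 and a set limit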;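 note: plate controls were Siah plus tracer with DMSO for no effect and tracer alone without Siah for full effect; strong numbers were not always called active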
AID2073: disruptors of CaV2.2 binding to Mint1 – biochemical, HTRF (AID 2073); one-dose inhibition, % at 20 µM; IC50 in µM for titrated hits; HTRF protein-protein interaction, Mint1-CaV2.2; higher % means a stronger effect; 290,000 tested, 0.19% active; in the data active = inhibition mostly above about 51%, no sharp cut-off; inconclusive = no clear call, values can overlap the other calls; inactive = mostly below about 53%; note: some results filed as inactive read as strong as hits
NOD2 inhibition: inhibition of NOD2-driven NF-kB reporter – cell-based, luminescence, uHTS, HEK293 (AID 1566). HEK293 NOD2/NF-kB luciferase reporter, luminescence; higher % means a stronger effect. inhibition, % at 4 µM; hits with a dose series show EC50 in µM. 290,000 tested, 0.63% active; note: many of its hits are not listed in these tables
M17LAP inhibition: P. falciparum M17LAP inhibitors, primary screen, biochemical, fluorogenic H-Leu-NHMec substrate, 1536-well (AID 1619) | recombinant M17LAP, H-Leu-NHMec fluorogenic kinetic assay; higher % means a stronger effect | inhibition, % at 30 µM, or IC50 in µM where a hit was titrated | 220,000 tested, 0.38% active;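 active = compound inhibiting the enzyme by more than half at any dose during confirmatory dose-response retesting; inconclusive = strong single-dose inhibitors picked by rank but not retested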;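 note: plate controls were full reaction with DMSO carrier for no effect and no enzyme background for full effect; strong numbers were not always called active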
Hep lipid drop: hepatic lipid droplet formation modulation | AML12 mouse hepatocytes, oleate lipid droplets, BODIPY imaging | inhibition, % at 6.5 µM | 240,000 tested, 0.4% active | AID 1656;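 active = lipid droplet intensity inhibited by at least 50%, with more than 500 cells counted; inconclusive = wells with under 300 cells, treated as cytotoxic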
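material = mouse AML12 hepatocyte cell line, fixed after treatment | also added = 100 µM oleic acid challenge | doses = compound at 6.5 µM only | schedule = overnight exposure | technique = Image-based BODIPY and DAPI two-channel analysis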
Hep lipid drop cells 6.5 µM: recorded beside Hep lipid drop, whose call it bears; cell count; measured here: cell count, cytotoxicity flag;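 cells counted across two imaged fields per well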
The depositor's hits bear a star; ? = inconclusive; / = no result given. Cut-off read from the data, not from the text of the source, unless noted: active = inhibition above about 50%; inactive = the rest. These rows are one share of the data; rates above refer to the full screens.

SMILES	ER stress rescue	XIAP displacement	P. falciparum M1AAP	LYP inhibition	Siah-1 displacement	AID2073	NOD2 inhibition	M17LAP inhibition	Hep lipid drop	Hep lipid drop cells 6.5 µM
COc1ccc(OC)c(C(O)c2nc3ccccc3n2C)c1 (stereo not drawn)	/	/	/	-14%	-1%	3%	21%	/	-2	851
Cc1ccc(NC(=O)CN(C)S(=O)(=O)c2cccc3nsnc23)cc1	-2.1%	-2.7%	4%	-4%	3%	0%	-1%	12%	-1	637
O=C(CN(c1ccc(F)cc1)S(=O)(=O)c1ccc2c(c1)OCCO2)N1CCOCC1	/	1.3%	1%	-1%	5%	4%	15%	7%	-10	667
CCCc1nnc(SCC(=O)N2CCOCC2)n1Cc1ccco1	-1.8%	-1.3%	3%	1%	1%	1%	20%	5%	13	692
CN(C(=O)Cn1cccc1C1=NC(c2ccccc2)CO1)c1ccccc1 (stereo not drawn)	3.6%	-5.0%	-1%	0%	2%	-4%	5%	-1%	-5	732
CC(C)COc1ccc(N)cc1OCC(C)C	-0.3%	-1.7%	-5%	-4%	0%	-27%	6%	-4%	-2	705
CCn1c(C)cc(/C=C2/SC(=O)N(CC(=O)N3CCCC3)C2=O)c1C	/	/	/	2%	2%	2%	24%	/	0	797
C=CCn1c(SCC(=O)NCc2ccco2)nc2sc3c(c2c1=O)CCCC3	-0.4%	-2.4%	2%	-7%	3%	-1%	16%	6%	4	737
Cc1cc(NC(=O)COC(=O)C2=COCCO2)c([N+](=O)[O-])cc1C	0.4%	-9.8%	0%	-7%	0%	3%	11%	6%	-5	687
CN(CC1CCCO1)S(=O)(=O)c1ccc(C(=O)Nc2ccc3c(c2)OCO3)cc1 (stereo not drawn)	0.5%	-3.8%	-9%	-3%	-1%	10%	-4%	-7%	19	690

Three entries from above in another layout.
CN(C(=O)Cn1cccc1C1=NC(c2ccccc2)CO1)c1ccccc1 (stereo not drawn)
  ER stress rescue: 3.6%; XIAP displacement: -5.0%; P. falciparum M1AAP: -1%; LYP inhibition: 0%; Siah-1 displacement: 2%; AID2073: -4%; NOD2 inhibition: 5%; M17LAP inhibition: -1%; Hep lipid drop: -5; Hep lipid drop cells 6.5 µM: 732

Cc1cc(NC(=O)COC(=O)C2=COCCO2)c([N+](=O)[O-])cc1C
  ER stress rescue: 0.4%; XIAP displacement: -9.8%; P. falciparum M1AAP: 0%; LYP inhibition: -7%; Siah-1 displacement: 0%; AID2073: 3%; NOD2 inhibition: 11%; M17LAP inhibition: 6%; Hep lipid drop: -5; Hep lipid drop cells 6.5 µM: 687

O=C(CN(c1ccc(F)cc1)S(=O)(=O)c1ccc2c(c1)OCCO2)N1CCOCC1
  ER stress rescue: /; XIAP displacement: 1.3%; P. falciparum M1AAP: 1%; LYP inhibition: -1%; Siah-1 displacement: 5%; AID2073: 4%; NOD2 inhibition: 15%; M17LAP inhibition: 7%; Hep lipid drop: -10; Hep lipid drop cells 6.5 µM: 667

(more compounds)
SMILES	ER stress rescue	XIAP displacement	P. falciparum M1AAP	LYP inhibition	Siah-1 displacement	AID2073	NOD2 inhibition	M17LAP inhibition	Hep lipid drop	Hep lipid drop cells 6.5 µM
CCCCSc1nc(O)c(Cc2ccccc2)c(=O)[nH]1	-2.6%	-11%	2%	-1%	-1%	-1%	6%	3%	-12	760
Cc1ccccc1Cn1nc(C)c(NC(=O)C2(C)CC2(Cl)Cl)c1C (stereo not drawn)	-1.8%	1.2%	-1%	2%	2%	10%	14%	-14%	3	756
CCCc1cc(=O)[nH]c(SC(CC)C(=O)Nc2ccccc2C#N)n1 (stereo not drawn)	-1.5%	-3.1%	4%	-12%	0%	-2%	24%	4%	11	742
COc1ccc(C(=O)CC(=O)C(=O)Nc2ccccc2C(F)(F)F)cc1	/	/	/	1%	-5%	6%	31%	/	/	/
Cn1c(=O)n(Cc2ccccc2Cl)c2ccccc21	2.0%	-2.6%	/	-2%	3%	4%	-8%	/	5	719
O=c1[nH]c(=S)[nH]nc1Cc1ccccc1	-1.8%	-10%	14%	-7%	-1%	-12%	11%	14%	/	/
O=C(NCCc1ccc(Cl)cc1)c1ccc2nc[nH]c2c1	-1.1%	-7.3%	0%	0%	-8%	18%	-14%	4%	1	709
O=C(NCCN1CCOCC1)c1nn2c(c1Cl)NC(c1ccccc1)CC2C(F)(F)F (stereo not drawn)	0.3%	-3.3%	4%	1%	0%	18%	2%	-5%	/	/
Cc1ccc(CCC(=O)Nc2ccc(Br)cc2)o1	/	/	/	-10%	4%	6%	-7%	/	-8	803
Cc1cc(Nc2ccc(Br)cc2)nc(-c2ccccc2O)n1	/	/	/	-3%	1%	16%	0%	/	7	856
CCC(NC(=O)NNC(=O)c1ccncc1)(C(F)(F)F)C(F)(F)F	/	/	-2%	-6%	11%	0%	3%	1%	3	812
Cc1ccc(C)c(NC2=NC3(CCCCC3)N=C(N)N2)c1	-1.4%	-5.3%	-1%	-6%	21%	4%	13%	9%	-3	766
Cc1c(Cl)cccc1Nc1nc(N)nc(CN2CCCCCC2)n1	-0.8%	-9.0%	9%	0%	3%	-8%	15%	18%	-12	752
CC(C)(C)n1nnnc1C(c1ccc(Cl)cc1)N(Cc1cccnc1)Cc1ccco1 (stereo not drawn)	1.7%	-6.0%	11%	6%	2%	21%	-18%	1%	-52	686
CCOC(=O)c1ccc2c(c1)n(CC)c(/C=C/N(C)c1ccccc1)[n+]2CC	0.1%	-4.6%	21%	-5%	3%	1%	32%	39%	-60	505
CCC(C)NCCCCOc1ccc(Cl)cc1C (stereo not drawn)	-1.3%	-5.5%	0%	-5%	4%	-2%	-20%	16%	-24	615
Cc1cccc(OCC(=O)NCCCNC(=O)c2ccncc2)c1	/	/	/	-10%	2%	4%	8%	/	13	820
CCOc1cccc(OCCCNCCCOC)c1	-2.9%	-2.4%	2%	-8%	5%	6%	13%	6%	/	/
Cc1ccc(CN2CCc3c(OCC(=O)Nc4cc(C)ccc4C)cccc3C2=O)cc1	0.8%	-1.6%	10%	22%	28%	9%	-15%	12%	?	/
COc1ccc(NC(=O)CNS(=O)(=O)c2cccs2)cc1	-1.2%	-6.1%	1%	-1%	3%	-1%	6%	14%	13	713

Next section; it opens with the seven that closed the last part.
SMILES	ER stress rescue	XIAP displacement	P. falciparum M1AAP	LYP inhibition	Siah-1 displacement	AID2073	NOD2 inhibition	M17LAP inhibition	Hep lipid drop	Hep lipid drop cells 6.5 µM
CC(C)(C)n1nnnc1C(c1ccc(Cl)cc1)N(Cc1cccnc1)Cc1ccco1 (stereo not drawn)	1.7%	-6.0%	11%	6%	2%	21%	-18%	1%	-52	686
CCOC(=O)c1ccc2c(c1)n(CC)c(/C=C/N(C)c1ccccc1)[n+]2CC	0.1%	-4.6%	21%	-5%	3%	1%	32%	39%	-60	505
CCC(C)NCCCCOc1ccc(Cl)cc1C (stereo not drawn)	-1.3%	-5.5%	0%	-5%	4%	-2%	-20%	16%	-24	615
Cc1cccc(OCC(=O)NCCCNC(=O)c2ccncc2)c1	/	/	/	-10%	2%	4%	8%	/	13	820
CCOc1cccc(OCCCNCCCOC)c1	-2.9%	-2.4%	2%	-8%	5%	6%	13%	6%	/	/
Cc1ccc(CN2CCc3c(OCC(=O)Nc4cc(C)ccc4C)cccc3C2=O)cc1	0.8%	-1.6%	10%	22%	28%	9%	-15%	12%	?	/
COc1ccc(NC(=O)CNS(=O)(=O)c2cccs2)cc1	-1.2%	-6.1%	1%	-1%	3%	-1%	6%	14%	13	713
Cc1ccccc1CN(c1ccc(C(=O)N2CCc3ccccc3C2)cc1)S(C)(=O)=O	-1.3%	-3.9%	-7%	-6%	-3%	1%	21%	-4%	/	/
COCCCNC(=O)c1ccc2c(=O)n(Cc3ccc(Cl)cc3)c(=S)[nH]c2c1	/	/	/	-8%	12%	-11%	17%	/	-12	796
C#CCn1c(=NC(=O)c2ccco2)sc2cccc(Cl)c21	/	/	8%	-7%	4%	7%	-5%	17%	11	659
CN(C)CCCNC(=O)COc1ccc(Br)cc1Cl	-1.4%	-19%	7%	0%	0%	25%	-1%	2%	2	615
O=C(N/C(=C\c1ccccc1)C(=O)N1CCOCC1)c1ccccc1Br	/	/	/	-7%	-2%	14%	-4%	/	-5	732
COCCn1nnnc1CN(CCc1ccccc1)Cc1cc2ccc(C)cc2[nH]c1=O	-1.0%	-5.1%	10%	4%	2%	4%	-14%	12%	/	/
O=C(NNS(=O)(=O)c1ccccc1)C(O)(c1ccccc1)c1ccccc1	1.5%	-13%	5%	-2%	-2%	1%	12%	-2%	-10	615
Cc1ccc(CS(=O)(=O)CCC(=O)NCc2cccs2)cc1	-1.2%	-3.5%	-1%	-4%	2%	24%	11%	3%	/	/
COc1ccc(S(=O)(=O)C(C#N)c2nc3ccccc3nc2N2CCCCC2)cc1 (stereo not drawn)	2.0%	-5.4%	12%	-7%	1%	-5%	19%	23%	/	/
COc1ccccc1C(=O)C1CCCN(Cc2cccc(OCCO)c2)C1 (stereo not drawn)	/	/	/	-12%	2%	9%	5%	/	-3	826
CCCc1cc(C(=O)Nc2cccnc2)no1	-1.6%	9.7%	-3%	-13%	-4%	1%	-32%	5%	/	/
N#Cc1ccc(-c2csc(-c3ccno3)n2)cc1	/	/	-2%	-4%	16%	3%	8%	0%	-3	718
NS(=O)(=O)c1ccc(NC(=O)COC(=O)c2cn(-c3ccccc3)nc2-c2ccc(F)cc2)cc1	-0.3%	4.1%	1%	1%	17%	11%	6%	-8%	5	646
CCOc1ccc(NC(=O)C2CCCN(S(=O)(=O)c3cnc[nH]3)C2)cc1 (stereo not drawn)	/	/	/	-7%	-1%	11%	18%	/	17	787
O=C(NC(Cc1ccccc1)C(=O)O)/C(=C\c1cccc([N+](=O)[O-])c1)NC(=O)c1ccco1 (stereo not drawn)	/	/	/	-11%	-8%	4%	-7%	/	2	822
O=[N+]([O-])c1ccc(N2CCN(c3ccc(O)cc3)CC2)cn1	/	/	/	-4%	2%	-103%	-26%	/	2	781
CSc1nc(NCc2ccccc2)c2c3c(sc2n1)CN(C)CC3	-3.6%	-7.6%	4%	-4%	1%	-3%	-12%	-44%	1	635
CN(C1CCCCC1)S(=O)(=O)c1ccc2c(c1)c(=O)c(C(=O)N1CCc3ccccc3C1)cn2C	-0.3%	-3.6%	-1%	-3%	2%	5%	6%	8%	1	734
COc1ccccc1Oc1ncnc2c1cnn2-c1ccccc1	2.0%	-8.8%	-3%	-8%	1%	2%	-49%	-4%	12	648
